Screening data (PubChem BioAssay)
FEN1 inhibitor = qHTS Assay for the Inhibitors of Human Flap endonuclease 1 (FEN1). Potency, µM (highest dose often 114 µM), inactives show at the highest dose activity change, negative = inhibition, hits mostly inhibitors. P39748. 0.35% of 390,000 active. Recombinant FEN1 flap cleavage, fluorescence, 15 min; also: nearly all actives have a fitted effect of over 65% in size
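FEN1 at 10 nM, compound pretreatment for 15 min (room temperature), 50 nM final substrate to initiate; endpoint reads at 0 and 15 min; DMSO-only plates used as vehicle background.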
KAT2A inh = qHTS Assay for Inhibitors of GCN5L2; AID 504327, 2011; GCN5L2 HAT assay, ThioGlo1 CoA-SH fluorescence; Histone acetyltransferase KAT2A (Homo sapiens), Q92830; 0.21% of 390,000 active; Potency, µM (series often up to 58.9 µM), inactives show at the highest dose activity change, negative = inhibition, hits mostly inhibitors
Target sequence (Q92830 whole entry, looked up): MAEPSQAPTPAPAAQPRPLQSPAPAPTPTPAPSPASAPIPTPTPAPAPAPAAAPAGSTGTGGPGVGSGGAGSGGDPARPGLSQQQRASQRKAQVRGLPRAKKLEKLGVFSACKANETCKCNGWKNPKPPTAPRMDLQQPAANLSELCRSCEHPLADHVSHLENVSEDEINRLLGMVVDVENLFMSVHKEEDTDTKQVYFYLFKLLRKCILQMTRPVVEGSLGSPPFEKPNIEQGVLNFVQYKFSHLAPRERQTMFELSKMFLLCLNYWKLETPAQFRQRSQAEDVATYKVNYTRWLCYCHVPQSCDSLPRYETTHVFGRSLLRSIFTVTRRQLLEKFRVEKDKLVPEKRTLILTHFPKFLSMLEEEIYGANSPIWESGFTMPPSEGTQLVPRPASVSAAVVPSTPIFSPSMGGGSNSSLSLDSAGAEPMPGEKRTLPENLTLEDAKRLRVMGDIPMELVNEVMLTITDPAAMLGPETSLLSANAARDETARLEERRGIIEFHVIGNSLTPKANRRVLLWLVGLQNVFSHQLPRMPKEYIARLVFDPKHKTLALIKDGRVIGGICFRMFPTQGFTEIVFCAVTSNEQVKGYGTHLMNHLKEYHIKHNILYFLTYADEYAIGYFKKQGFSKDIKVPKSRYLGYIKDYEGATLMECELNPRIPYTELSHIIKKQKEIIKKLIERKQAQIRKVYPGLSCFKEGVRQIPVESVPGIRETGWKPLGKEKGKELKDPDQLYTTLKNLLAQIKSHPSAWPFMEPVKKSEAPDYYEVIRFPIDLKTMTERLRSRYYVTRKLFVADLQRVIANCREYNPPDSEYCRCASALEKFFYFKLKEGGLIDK
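ThioGlo1-coupled HAT assay: 20nM GCN5L2, 70uM acetyl-CoA, 75uM H3(1-25) peptide, pH 7.5. Fluorescence read at 340/540nm at start and after 20 min at room temperature.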
N370S GC mod = qHTS Assay for Inhibitors and Activators of N370S glucocerebrosidase as a Potential Chaperone Treatment of Gaucher Disease. AID 2101, 2009. Potency, µM (highest dose often 59.4 µM), for the others: at the highest dose activity change, negative = inhibition, usual class: inhibitors. N370S GC spleen homogenate, 4MU-glucoside fluorescence. 0.092% of 330,000 active;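 also: 0% = full enzyme activity and -100% = no enzyme basal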
Active calls of the source: *; ? = inconclusive; nt = no result given; & = joins results of further samples; [ ] = remark or other dose. Calls follow the shape of the dose curve; as a rule, active = well fitted curve in the direction sought with a large enough effect; inconclusive = small, poorly fitted or top-dose-only effect, or another doubt; inactive = no such curve, though single readings can be large; an effect the other way counts as inactive or inconclusive. Unless noted, % is scaled to controls: 0 for no effect and ±100 for the full control effect; potency is read from the fitted curve at half-maximal effect. This is a subset; count on the stated rates, not on these rows.

structure	FEN1 inhibitor	KAT2A inh	N370S GC mod
Cc1ccc(-c2csc(Nc3ccccn3)n2)cc1	0%	-4%	-2%
COc1ccc(NC(=O)N2Cc3ccccc3CC2C(=O)NC(C)(C)C)cc1 (stereo not given)	-2%	-3%	nt
CCc1ccccc1NC(=O)Cn1c(=O)ccc2cc(S(=O)(=O)N3CCCC3)ccc21	14%	1%	nt
COc1cc2c(cc1OC)C(C(=O)N1CCOCC1)C(c1cccs1)N(C)C2=O (stereo not given)	-2%	-2%	-8%
CCc1c(C)c2cc3c(c(C)c2oc1=O)OCN(CCc1ccccc1F)C3	0%	?	nt
Cc1ccc(N(C(=O)Cc2cccs2)C(C(=O)NC2CCCCC2)c2ccccn2)cc1C (stereo not given)	-13%	-2%	12%
COc1ccccc1NC(=O)COC(=O)C1CC1	16%	0%	-2%
N#Cc1c(SCC(=O)OCc2ccccc2)nsc1SCC(=O)OCc1ccccc1	6%	0%	-3%
COc1ccc(NC(C)C(=O)Nc2cccc(S(=O)(=O)N3CCOCC3)c2)cc1OC (stereo not given)	14%	2%	nt
C=CCN1C(=O)c2cccc3c(Br)ccc(c23)C1=O	-14%	-4%	4%
CNc1nnc(-c2ccc(N(C)C)cc2)s1	-16%	-14%	?
CCCCOC(=O)c1ccc(NC(=O)C2(c3cccs3)CCOCC2)cc1	?	-1%	nt
COc1cc(-c2nc3ccc(C)cn3c2NCc2ccccc2)ccc1-c1cccc(Cl)c1	-13%	-17%	nt
O=C(O)CSc1nc2ccc(NC(=O)COc3ccc(Cl)cc3)cc2s1	-24%	-15%	nt
CN1/C(=C\C(=O)COC(=O)c2ccc(O)cc2)C(C)(C)c2ccccc21	-1%	-6%	-6%
CCOc1ccccc1NC(=O)c1c(NC(=O)c2cccc(C)c2)sc2c1CCC2	-3%	0%	nt
COc1cc(C2CC(=O)Nc3c2c(=O)nc2c(C)cccn32)cc(OC)c1OC (stereo not given)	-18%&-3%	0%&-12%	6%
Cc1ccc(C(c2nnnn2Cc2cccs2)N2CCN(Cc3ccc4c(c3)OCO4)CC2)cc1 (stereo not given)	-16%	-12%	-10%
CC(=O)O[C@H]1C(=O)[C@@]2(C)[C@H]([C@H](OC(=O)c3ccccc3)[C@]3(O)C[C@H](OC(=O)[C@H](O)C(NC(=O)c4ccccc4)c4ccccc4)C(C)=C1C3(C)C)[C@]1(OC(C)=O)CO[C@@H]1C[C@@H]2O (stereo not given in full)	-2%	-13%	-15%
CCCc1nnc(SCC(=O)N2CCOCC2)n1CCCOC	0%	-1%	6%
O=C(CSc1nnc(NC(=O)C2CC2)s1)Nc1ccc2c(c1)OCCO2	1%	0%	4%
COc1cccc(OCc2cc(C(=O)N3CCN(C(=O)c4ccco4)CC3)no2)c1	-9%	-2%	3%
COc1ccc(OC2C(=O)N(CCc3ccc(OC)c(OC)c3)C2c2ccc3c(c2)OCO3)cc1 (stereo not given)	-1%	-2%	11%
COc1cccc2[nH]c3c(N4CCC(C(N)=O)CC4)ncnc3c12	-3%	-5%	-2%
CCc1ccccc1Nc1nc2cc(Cl)c(Cl)cc2nc1-n1nc(C)cc1C	-1%	-11%	nt
COc1ccc(NC(=O)/C=C/c2ccccc2)cn1	6%	8%	-1%
O=C(/C=C/c1cccnc1)c1ccc(NC(=O)c2cccc(Br)c2)cc1	-13%	-2%	-14%
NC(=O)C1CCN(C(=O)c2ccccc2CCc2ccccc2)CC1	5%	-5%	-7%
Cc1cc(C)cc(Nc2ncnc3onc(-c4ccc(F)cc4)c23)c1	5%	-7%	nt
O=C(CCS(=O)(=O)c1ccc2c(c1)NC(=O)CS2)NCc1ccccc1Cl	4%	-5%	?
CCCCC(C)(O)C/C=C/[C@H]1[C@H](O)CC(=O)[C@@H]1CCCCCCC(=O)O (stereo not given in full)	nt	-12%	-19%&-1%
Cc1ccc2cc(C#N)c(SCC(=O)N3CCCC3)nc2c1	-2%	-4%	?
COc1ccc(C2SCC(=O)N2c2ccc(OC)cc2)cc1 (stereo not given)	13%	-20%	-12%
COc1ccc(-c2nc(NC(=O)Cn3cnnn3)sc2C)cc1	-8%	-9%	0%
COc1cc(/C=C2/N=C(c3ccccc3F)OC2=O)cc(Cl)c1OS(C)(=O)=O	-3%	-4%	13%
CN(C)S(=O)(=O)c1ccc(NC(=O)CCCNC(=O)c2ccc(Cl)cc2)cc1	22%	0%	3%
COc1ccc(C(=O)NNC(=O)CN(C)S(=O)(=O)c2ccc(Cl)cc2)c(OC)c1OC	3%	3%	0%
Cc1ccc(C)n1-c1nccc(-c2cccs2)n1	1%	-7%	?
CCOc1ccc(NC(=O)c2c(NCc3sccc3C)sc3c2CCCCC3)cc1	-34%	?	nt
CCN(c1ccccc1)S(=O)(=O)c1ccc(C(=O)N2CCCC(C(F)(F)F)C2)cc1 (stereo not given)	-10%	-6%	-14%
CCOC(=O)c1c(NC(=O)CSc2nnc(C)c(=O)[nH]2)sc(C)c1C	nt	-1%	11%
O=C(Cn1cnc2c(cnn2-c2ccccc2)c1=O)N1CCOCC1	3%	1%	3%
CCCc1ccc(S(=O)(=O)N2CCC(c3nnnn3-c3ccc(OC)cc3)CC2)cc1	-7%	-1%	nt
CCOc1ccc(N(CC(=O)N2CCCCCC2)S(=O)(=O)c2ccc(F)cc2)cc1	14%	3%	-7%
O=C(COc1ccc2oc(-c3ccccc3)cc(=O)c2c1)Nc1ccccc1	-8%	93%[activator]	19%
O=C(COC(=O)CN1C(=O)C2CC=CCC2C1=O)Nc1cc(C(F)(F)F)ccc1N1CCOCC1 (stereo not given)	-12%	-5%	-4%
O=C(c1ccc(F)cc1)N1CCN(C2=NS(=O)(=O)c3ccccc32)CC1	1%	-1%	-10%
COC(=O)C1=CN(Cc2ccc(OC)c(OC)c2)C=C(C(=O)OC)C1c1cccc(F)c1	3%	-18%	?
CCOC(=O)C1CCCN(S(=O)(=O)c2cc3c4c(c2)CC(=O)N4CCC3)C1 (stereo not given)	19%	-5%	nt
Cc1ccc2cc(CN(CC3CCCO3)S(=O)(=O)c3cccc4nsnc34)c(=O)[nH]c2c1 (stereo not given)	11%	0%	?

Reformatted: entries from further up
FEN1 inhibitor,KAT2A inh,N370S GC mod,SMILES
6%,8%,-1%,COc1ccc(NC(=O)/C=C/c2ccccc2)cn1
-13%,-2%,-14%,O=C(/C=C/c1cccnc1)c1ccc(NC(=O)c2cccc(Br)c2)cc1
5%,-5%,-7%,NC(=O)C1CCN(C(=O)c2ccccc2CCc2ccccc2)CC1
5%,-7%,nt,Cc1cc(C)cc(Nc2ncnc3onc(-c4ccc(F)cc4)c23)c1
4%,-5%,?,O=C(CCS(=O)(=O)c1ccc2c(c1)NC(=O)CS2)NCc1ccccc1Cl
nt,-12%,-19%&-1%,CCCCC(C)(O)C/C=C/[C@H]1[C@H](O)CC(=O)[C@@H]1CCCCCCC(=O)O (stereo not given in full)
-2%,-4%,?,Cc1ccc2cc(C#N)c(SCC(=O)N3CCCC3)nc2c1
13%,-20%,-12%,COc1ccc(C2SCC(=O)N2c2ccc(OC)cc2)cc1 (stereo not given)
-8%,-9%,0%,COc1ccc(-c2nc(NC(=O)Cn3cnnn3)sc2C)cc1
-3%,-4%,13%,COc1cc(/C=C2/N=C(c3ccccc3F)OC2=O)cc(Cl)c1OS(C)(=O)=O
22%,0%,3%,CN(C)S(=O)(=O)c1ccc(NC(=O)CCCNC(=O)c2ccc(Cl)cc2)cc1
3%,3%,0%,COc1ccc(C(=O)NNC(=O)CN(C)S(=O)(=O)c2ccc(Cl)cc2)c(OC)c1OC
1%,-7%,?,Cc1ccc(C)n1-c1nccc(-c2cccs2)n1
-34%,?,nt,CCOc1ccc(NC(=O)c2c(NCc3sccc3C)sc3c2CCCCC3)cc1
-10%,-6%,-14%,CCN(c1ccccc1)S(=O)(=O)c1ccc(C(=O)N2CCCC(C(F)(F)F)C2)cc1 (stereo not given)
nt,-1%,11%,CCOC(=O)c1c(NC(=O)CSc2nnc(C)c(=O)[nH]2)sc(C)c1C

Carrying on.
structure	FEN1 inhibitor	KAT2A inh	N370S GC mod
Cc1c(CNC(=O)C2CCC(=O)N(CCc3ccccc3)C2)cnn1C (stereo not given)	2%	-2%	-14%
COc1ccc(-n2ccnc2SCC(=O)Nc2ccccc2)cc1	0%	?	7%
COc1ccc(N=c2ssnc2Cl)cc1	-5%	13µM*	-6%
COc1ccc(-n2nnnc2-c2ccccc2)cc1	-12%	-4%	4%
CCOc1ncccc1C(=O)N=c1sccn1C	0%	-7%	-17%
COc1ccc(CCNC(=O)c2ccc3c(c2)N(Cc2ccccc2Cl)C(=O)c2ccccc2S3)cc1OC	2%	-2%	nt
CCc1ccccc1NC(=S)N1CCN(c2ccccn2)CC1	-6%	-2%	5%
CC1=NN(C(=O)c2ccc(Cn3nc(C)c([N+](=O)[O-])c3C)o2)C(O)(C(F)(F)F)C1 (stereo not given)	0%	-1%	7%
COc1cc(OC)nc(-n2ncc(OC)c(Br)c2=O)n1	-1%	0%	-5%
O=C1c2cccnc2C(=O)N1Cc1ccc(F)cc1S(=O)(=O)NCc1ccco1	3%	1%	-3%
O=C1NCCN(Cc2c(F)cccc2Cl)C1CC(=O)N1CCCCO1 (stereo not given)	5%	-2%	22%
Cc1ccc(C)c(NC(=S)N2CCC(N(C)CC3CCCO3)CC2)c1 (stereo not given)	-3%	9%	8%
O=C(CN1CCN(Cc2ccc3c(c2)OCO3)CC1)Nc1ccc(F)cc1	-3%	-7%	8%
COc1ccc(Nc2c(-c3ccc(C)cc3)nc3cnccn23)cc1	-1%	-9%	-5%
CCSc1nnc(NC(=O)c2ccc(C)o2)s1	2%	-6%	0%
CCOc1ccccc1NC(=O)C1CCN(S(=O)(=O)Cc2ccccc2)CC1	-13%	-5%	nt
CCCSc1nc2sc3c(c2c(=O)n1-c1ccc(OC)cc1)CCN(C)C3	1%	0%	-16%
S=c1[nH]nc(C2CCCCC2)n1/N=C/c1ccccc1Br	-23%	-4%	7%
CNC(=O)CSc1nnc(-c2cccs2)o1	1%	-2%	3%
COc1ccc2[nH]c3c(c2c1)CCN1C(=O)C(CC(=O)NCCc2ccccn2)C[C@H](C(=O)N2CCOCC2)[C@@]31C (stereo not given in full)	-2%	0%	nt
COc1ccc(-c2cn[nH]c2-c2ccc(OCc3ccccc3)cc2O)cc1OC	-19%	-16%	1%
Nc1ccc(N2CCCCC2)c(S(=O)(=O)Nc2ccccc2Cl)c1	-26%	-15%	11%
CC(C)n1nccc1NC(=O)COC(=O)c1ccc(NC(N)=O)cc1	9%	-3%	nt
Cc1cccc(-c2nc3c4ccccc4nc(N4CCN(c5cc(C)ccc5C)CC4)n3n2)c1	4%	0%	nt
CC(=O)CCC(=O)N1CCCC(N2CCN(c3cccc(Cl)c3)CC2)C1 (stereo not given)	2%	-5%	0%
CCCc1nnc(NC(=O)c2cccnc2)s1	-13%	-3%	8%
CCN=c1scc(-c2cccs2)n1/N=C/c1cc(OC)ccc1O	4%	-7%	9%
O=C1CCCCC1Oc1ccc2ccc(=O)oc2c1 (stereo not given)	20%	0%	-8%
CCOc1ccc(NC(=O)c2cc3c(s2)-c2ccccc2OC3)cc1	7%	-7%	nt
CC(C(=O)NCc1ccco1)n1nc(-c2ccccc2)c2cc(Cl)ccc21 (stereo not given)	0%	2%	4%
Cc1c(NC(=O)CCCCCN2C(=O)c3ccccc3C2=O)c(=O)n(-c2ccccc2)n1C	-2%	3%	6%
O=C(CSc1nnc2c(n1)[nH]c1ccccc12)Nc1ccc(N2CCOCC2)cc1	-15%	-22%	8%
Cc1nc2sc(C(=O)Nc3ccc(F)cc3)c(N)c2c(-c2ccc(Br)cc2)c1C(=O)Nc1ccc(Cl)cc1	-1%	?	nt
CN(CC(=O)NCc1ccc(F)cc1)Cc1ccc(Br)cc1	6%	3%	6%
O=C(NCc1cccnc1)Nc1cc(Cl)cc(Cl)c1	-16%	-5%	-9%
CC(=O)c1ccc(OCC(O)CN2CCN(S(=O)(=O)c3cccc(Br)c3)CC2)cc1 (stereo not given)	11%	-4%	-10%
CC(C)N1CCc2c(sc(N)c2C#N)C1	2%	-8%	18%
Cc1ccc(/C=C2\CCCC3=C2NC(=S)NC3c2ccc(C)cc2)cc1 (stereo not given)	-5%	-7%	0%
